AID2073 = inhibitors of Mint1-CaV2.2 protein interaction, biochemical, HTRF (AID 2073) | inhibition, % at 20 µM, or IC50 in µM where a hit was titrated | HTRF protein-protein interaction, Mint1-CaV2.2; higher % means a stronger effect | hit rate 0.19% among 290,000; in the data active = inhibition mostly above about 51%, no sharp cut-off; also: some results filed as inactive read as strong as hits
KOR beta-arrestin-1 = kappa opioid receptor blockers – cell-based, luminescence, uHTS (AID 1778); one-dose inhibition, % at 10 µM; IC50 in µM for titrated hits; hit rate 0.091% among 290,000; KOR beta-arrestin recruitment, luminescence, antagonist mode; higher % means a stronger effect; also: strong numbers were not always called active
Dengue-2 NS5 capping = flavivirus cap methylation enzyme inhibition – biochemical, confirmation dose response, primary screen (AID 588689). Dengue-2 NS5 methyltransferase capping enzyme assay, biochemical; higher % means a stronger effect. inhibition, % at 25 µM, or IC50 in µM where a hit was titrated. hit rate 0.3% among 340,000; in the data active = a potency from the dose series
HIV fusion peptide = cell-free HIV fusion peptide-binding blockers – biochemical, uHTS, fluorescence dequenching, primary screen (AID 1986); cell-free peptide binding, fluorescence dequenching, 30 min; higher % means a stronger effect; one-dose inhibition, % at 20 µM; IC50 in µM for titrated hits; hit rate 0.3% among 290,000; in the data active = inhibition mostly above about 52%, no sharp cut-off; inactive = mostly below about 76%; also: some results filed as inactive read as strong as hits
NOD1 inhibition = NOD1 signaling inhibitors, primary screen, cell-based, luminescence, uHTS (AID 1578); NOD1-driven NF-kB luciferase reporter cells, luminescence; higher % means a stronger effect; hit rate 1% among 290,000; one-dose inhibition, % at 4 µM; EC50 in µM for titrated hits; in the data active = inhibition mostly above about 36%, no sharp cut-off; inactive = mostly below about 34%;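 also: HEK-293T reporter cells stimulated with the NOD1 agonist gamma-tri-DAP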
Yfh1-depleted yeast = mitochondrial function rescue without frataxin homolog – Friedreich's ataxia, plus single-dose screen, dose response (AID 1465); S. cerevisiae Yfh1-off respiration, WST-1 reduction, 72 h; higher fold induction means a stronger effect; fold induction at 50 µM; hits with a dose series show EC50 in µM; hit rate 0.074% among 220,000;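 active = fold induction of absorbance versus untreated yeast above a set limit, then at least 30% activation at any dose in follow-up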;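 also: activators that raise dye reduction in frataxin-depleted yeast; strong numbers were not always called active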
HEK293 NOD2/NF-kB = inhibition of NOD2-driven NF-kB reporter – cell-based, luminescence, uHTS, HEK293 (AID 1566); HEK293 NOD2/NF-kB luciferase reporter, luminescence; higher % means a stronger effect; one-dose inhibition, % at 4 µM; EC50 in µM for titrated hits; hit rate 0.63% among 290,000; also: many of its hits are not listed in these tables
KOR beta-arrestin-2 = kappa opioid receptor activators – cell-based, luminescence, uHTS, primary screen (AID 1777) | KOR beta-arrestin recruitment, luminescence; higher % means a stronger effect | hit rate 0.02% among 280,000 | activation, % at 10 µM; hits with a dose series show EC50 in µM; in the data active = activation above about 50%, passing the limit was not always enough; also: a part of the inactive calls stands beside numbers as strong as those of hits
West Nile antiviral = West Nile virus antiviral activity, cell-based, CPE readout (AID 1621). hit rate 0.02% among 290,000. CPE inhibition, % at 10 µM, or IC50 in µM where a hit was titrated. West Nile virus-infected cells, CPE inhibition; higher % means a stronger effect; in the data active = a potency from the dose series; also: strong numbers were not always called active
Active calls of the source: *; i = inactive; . = not tested or not shown; [ ] = dose if it differs, or a comment. Rule as the data show it, unless noted: active = inhibition above about 50%; inactive = the rest.

compound,Dengue-2 NS5 capping,AID2073,West Nile antiviral,KOR beta-arrestin-2,NOD1 inhibition,Yfh1-depleted yeast,HIV fusion peptide,KOR beta-arrestin-1,HEK293 NOD2/NF-kB
COc1nc(Cl)cn(-c2ccc(Cl)cc2)c1=O,-8.3%,-3.8%,0.2%,-0.3%,-12.6%,i,-0.9%,4.6%,18.3%
CCOC(=O)Cn1cc(/C=N/NC(=O)c2cc3ccccc3o2)c2ccccc21,-2.3%,20.0%,0.2%,4.6%,35.8%*,i,-1.6%,-26.2%,-25.7%
COc1ccc(-n2[nH]c(C)cc2=O)cc1,6.1%,-1.1%,-0.2%,-4.4%,24.5%,i,-1.6%,10.1%,22.8%
NC(=O)c1cc[n+](CC2=C(C(=O)O)N3C(=O)[C@@H](NC(=O)C(c4ccccc4)S(=O)(=O)[O-])[C@H]3SC2)cc1 (some centres not stated),-1.5%,-0.5%,0.4%,-1.9%,-42.4%,i,6.2%,-16.7%,-3.2%
CC(=O)N1c2ccc(S(=O)(=O)NCCc3ccc(S(N)(=O)=O)cc3)cc2CC1C (configuration not stated),2.7%,-3.2%,0.6%,5.1%,-20.3%,.,-0.8%,-0.7%,12.4%
COCCNC(=O)CCc1nc2cccnc2n1Cc1ccc(OC)cc1,-3.3%,3.9%,0.1%,0.4%,-12.8%,.,-0.5%,-10.0%,-3.6%
Cc1cc(NC(=O)CSc2ccc3nnc(CCNC(=O)c4ccccc4)n3n2)no1,-2.3%,-0.6%,-0.1%,-4.4%,-33.7%,i,2.8%,-7.4%,16.6%
CC(C)(C)n1nc2c(c1NC(=O)COc1ccc3ccccc3c1)CS(=O)C2 (configuration not stated),2.8%,-1.1%,.,2.5%,-3.9%,.,-1.4%,-7.2%,15.3%
CC1(C)Cc2c(C#N)c(NCCN3CCOCC3)nc(-c3ccccc3)c2CO1,-5.5%,0.0%,0.1%,3.2%,-3.7%,i,-1.0%,-5.2%,5.2%
Cc1cc(C)cc(C(=O)NCC(=O)NCCc2c[nH]c3ccccc23)c1,-4.0%,5.8%,-0.8%,3.4%,-7.1%,.,-0.7%,-22.2%,6.0%
CCCS(=O)(=O)N1CCCC(C(=O)NCC2CCCO2)C1 (configuration not stated),4.5%,-1.9%,0.3%,-2.0%,13.9%,i,-1.5%,19.2%,17.6%
COCCCn1c(N)c(-c2nc3ccccc3n2C)c2nc3ccccc3nc21,-7.3%,17.9%,-0.1%,.,20.2%,i,-0.3%,0.8%,-0.9%
Cc1nn(-c2cccc(C(F)(F)F)c2)c(Cl)c1/C=N/Nc1cccc(C(=O)O)c1,11.3%,5.5%,0.7%,0.4%,-19.2%,i,46.3%,-36.8%,-186.5%
CCCCNc1nnc(SCC(=O)c2c[nH]c3ccccc23)s1,-3.6%,12.8%,-0.5%,7.0%,26.5%,i,11.8%,6.3%,17.5%
CCCn1c(N)c(N(CCOC)C(=O)c2ccc(F)cc2)c(=O)[nH]c1=O,-3.3%,2.1%,0.0%,1.9%,-14.7%,.,1.0%,-18.3%,-3.8%

More results follow:
compound,Dengue-2 NS5 capping,AID2073,West Nile antiviral,KOR beta-arrestin-2,NOD1 inhibition,Yfh1-depleted yeast,HIV fusion peptide,KOR beta-arrestin-1,HEK293 NOD2/NF-kB
Cc1cc2c(NC(=O)Nc3ccc(C(C)(C)C)cc3)cccc2nn1,2.3%,-28.4%,-1.4%,7.8%,-12.6%,i,-1.7%,-5.8%,6.8%
C=CCc1c(Cl)nc(C)nc1NCc1ccccc1,2.7%,-2.1%,-1.0%,-1.1%,35.6%,.,1.1%,-3.0%,38.0%
Cc1ccccc1OCCNC(=O)c1ccco1,-3.2%,2.3%,-0.1%,-3.2%,-19.0%,.,0.1%,-30.3%,16.8%
O=C(NNC(=O)c1cc(-c2ccccc2)n(-c2ccccc2)n1)c1cccc([N+](=O)[O-])c1,-4.4%,0.4%,-0.7%,3.1%,-1.4%,i,2.1%,17.9%,5.6%
Cc1cccc(C)c1OCC(=O)N(Cc1ccc(N(C)C)cc1)C1CCS(=O)(=O)C1 (configuration not stated),0.8%,0.0%,-0.7%,5.7%,-11.9%,i,-1.6%,17.3%,10.4%
Cc1ccc(C2=Nc3ccccc3N=C(c3ccc([N+](=O)[O-])cc3)C2)c(O)c1,-2.2%,7.2%,-0.6%,1.9%,-40.6%,i,-0.6%,-17.5%,-30.9%
O=C(NCc1ccccc1)C1CCCN(C(=O)NCc2ccccc2)C1 (configuration not stated),-3.2%,9.9%,-0.9%,4.4%,-23.5%,.,1.1%,-16.2%,-18.2%
COc1ccc(/C=N/N2CCN(c3ccccc3)CC2)cc1Br,3.5%,7.3%,-0.3%,-3.1%,-0.5%,.,-1.0%,-41.9%[20 µM],-12.8%
CCOC(=O)c1c(C)n(C)c2ccc(OC(C)=O)cc12,.,-2.0%,-0.1%,-3.0%,-36.8%,i,2.5%,-46.2%,-9.0%
O=C(Nc1ccc(Cn2ccnc2)cc1)c1cccc(C(F)(F)F)c1,-2.0%,7.7%,0.4%,4.1%,-30.8%,.,0.5%,-17.3%,4.0%
CC1CCN(C(=O)c2scc3c2OCCO3)CC1,-2.4%,2.1%,1.2%,-1.1%,33.0%,i,-1.4%,9.1%,29.4%
Cc1cc(C)cc(NC(=S)N(Cc2ccc(Br)cc2)Cc2ccc(C(=O)O)cc2)c1,-6.2%,16.4%,-0.2%,-2.4%,-6.5%,i,49.0%,31.1%,13.4%
COc1ccc(/C=C(\CC(=O)O)c2nc3ccccc3o2)cc1,-2.1%,6.2%,0.4%,0.3%,-16.0%,i,1.0%,-26.2%,-58.2%

With a hit mark in NOD1 inhibition, of those listed so far:
smiles	Dengue-2 NS5 capping	AID2073	West Nile antiviral	KOR beta-arrestin-2	NOD1 inhibition	HIV fusion peptide	KOR beta-arrestin-1	HEK293 NOD2/NF-kB
CCOC(=O)Cn1cc(/C=N/NC(=O)c2cc3ccccc3o2)c2ccccc21	-2.3%	20.0%	0.2%	4.6%	35.8%*	-1.6%	-26.2%	-25.7%

Among those listed so far, these have a halogen:
compound,Dengue-2 NS5 capping,AID2073,West Nile antiviral,KOR beta-arrestin-2,NOD1 inhibition,Yfh1-depleted yeast,HIV fusion peptide,KOR beta-arrestin-1,HEK293 NOD2/NF-kB
COc1nc(Cl)cn(-c2ccc(Cl)cc2)c1=O,-8.3%,-3.8%,0.2%,-0.3%,-12.6%,i,-0.9%,4.6%,18.3%
Cc1nn(-c2cccc(C(F)(F)F)c2)c(Cl)c1/C=N/Nc1cccc(C(=O)O)c1,11.3%,5.5%,0.7%,0.4%,-19.2%,i,46.3%,-36.8%,-186.5%
CCCn1c(N)c(N(CCOC)C(=O)c2ccc(F)cc2)c(=O)[nH]c1=O,-3.3%,2.1%,0.0%,1.9%,-14.7%,.,1.0%,-18.3%,-3.8%
C=CCc1c(Cl)nc(C)nc1NCc1ccccc1,2.7%,-2.1%,-1.0%,-1.1%,35.6%,.,1.1%,-3.0%,38.0%
COc1ccc(/C=N/N2CCN(c3ccccc3)CC2)cc1Br,3.5%,7.3%,-0.3%,-3.1%,-0.5%,.,-1.0%,-41.9%[20 µM],-12.8%
O=C(Nc1ccc(Cn2ccnc2)cc1)c1cccc(C(F)(F)F)c1,-2.0%,7.7%,0.4%,4.1%,-30.8%,.,0.5%,-17.3%,4.0%
Cc1cc(C)cc(NC(=S)N(Cc2ccc(Br)cc2)Cc2ccc(C(=O)O)cc2)c1,-6.2%,16.4%,-0.2%,-2.4%,-6.5%,i,49.0%,31.1%,13.4%

Screens as filed in PubChem.

These rows are one share of the data; the hit share may differ from the screen's.
